MBD2 inh – MBD2-methylated oligo binding inhibition. TR-FRET, MBD2 binding to methylated oligonucleotide. inhibition, % at 4.4 µM. 370,000 tested, 0.31% active. AID 686964; in the data active = inhibition above about 13%
TCR-CD3 inh – human TCR-CD3 binding inhibition | TAMRA-labeled TCR probe fluorescence, biochemical | inhibition, % at 9.4 µM | 360,000 tested, 0.37% active; in the data active = inhibition above about 19%;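 also: recombinant mutant TCR 2C K166C tagged with TAMRA read by polarization; 0% = receptor in buffer alone and 100% = receptor with positive control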
PRMT1 FP inh – inhibitors of human PRMT1; Q99873; recombinant PRMT1, activity-based probe fluorescence polarization; inhibition, % at 2.79 µM; 370,000 tested, 1.3% active; AID 652257;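 active = inhibition above about 21% made by adding two undisclosed values, limit read from the data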
LEDGF integ inh – blocks HIV-1 LEDGF/p75-dependent DNA integration | AID 743269 | inhibition, % at 3.7 µM | 370,000 tested, 0.64% active | TR-FRET IN-LEDGF/p75 DNA integration, Eu/Cy5;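 active = inhibition above the screen-wide mean plus 3 SD, cut at about 13% in these data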;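 also: signal is the Cy5 over europium emission ratio at 671 and 618 nm; 0% = plate median of compound wells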
HTRA1 inhibitor – inhibitors of human serine peptidase HTRA1; 340,000 tested, 0.5% active; inhibition, % at 5.96 µM; recombinant HTRA1, FP-rhodamine activity-based probe, fluorescence polarization; in the data active = inhibition above about 36%;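 also: 0% = enzyme with DMSO and 100% = wells lacking enzyme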
Target sequence (Q92743 whole entry, looked up): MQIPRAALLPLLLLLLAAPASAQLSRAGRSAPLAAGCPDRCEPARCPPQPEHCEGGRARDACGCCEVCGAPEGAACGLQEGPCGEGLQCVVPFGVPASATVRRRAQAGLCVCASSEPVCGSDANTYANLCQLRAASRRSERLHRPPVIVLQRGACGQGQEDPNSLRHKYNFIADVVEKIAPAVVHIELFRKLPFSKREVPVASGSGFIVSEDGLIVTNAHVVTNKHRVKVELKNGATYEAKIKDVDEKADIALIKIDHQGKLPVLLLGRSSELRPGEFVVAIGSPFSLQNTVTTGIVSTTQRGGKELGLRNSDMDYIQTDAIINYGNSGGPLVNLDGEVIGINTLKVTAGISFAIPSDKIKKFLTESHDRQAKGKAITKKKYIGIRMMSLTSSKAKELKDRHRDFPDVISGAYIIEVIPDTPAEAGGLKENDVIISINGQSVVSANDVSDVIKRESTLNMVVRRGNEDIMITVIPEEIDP
rCAG RNA binder – molecules binding r(CAG) RNA repeats | r(CAG) RNA repeat, TO-PRO-1 dye displacement fluorescence | inhibition, % at 3 µM | 370,000 tested, 1.3% active | AID 651821;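 active = inhibition above the plate cutoff, the mean of all test compounds on that plate plus 3 SD, cut at about 35% in these data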;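 also: 0% = DMSO alone and 100% = 100 µM mitoxantrone as full dye displacement; higher means more dye released from RNA so lower well fluorescence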
TDP2 absorb – blocks human TDP2 phosphodiesterase activity; O95551; recombinant TDP2, T5PNP hydrolysis, p-nitrophenol absorbance 415 nm; inhibition, % at 12.8 µM; 370,000 tested, 0.34% active; AID 720702;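 active = inhibition above the mean of all tested compounds plus 3 SD, set per campaign, cut at about 25% in these data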;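 also: 0% = DMSO with enzyme and 100% = buffer with substrate but no TDP2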
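Evaluation: % inhibition relative to enzyme-containing and enzyme-free wells. Material: recombinant human TDP2. Benchmarks: enzyme-free and DMSO wells. Timing: enzyme reaction with compound for 2 h at 37 °C. Compound dosing: 12.8 µM only. Measured by: p-Nitrophenol epi absorbance. Reagent: T5PNP substrate at 5 mM, a TopII-DNA adduct mimic. Replication: single well per compound.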
GC-B act – GC-B (human) receptor activation; activation, % at 10 µM; P20594; 370,000 tested, 0.11% active; HEK293-GC-B cells, CNP EC30, cGMP TR-FRET; 0% at EC30 CNP, 100% saturating CNP;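 active = activation at 10 µM reaching about 35% in either raw or pattern-adjusted values, limit read from the data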
ABHD4 inh – inhibits mouse alpha/beta hydrolase domain 4; 370,000 tested, 0.54% active; inhibition, % at 8.92 µM; Q8VD66; purified mABHD4, FP-Rh probe fluorescence polarization;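 active = inhibition exceeding the mean over every tested compound plus 3 SD, cut at about 30% in these data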;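 also: 0% = plate median of compound wells and 100% = S159A mutant with DMSO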
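system = mouse ABHD4 enzyme, wild type | medium = HEPES pH 7.0, NaCl, Pluronic buffer | also added = FP-Rh probe | incubation = Enzyme–compound pre-incubation 45 min, then probe 60 min, both 25 °C | technique = fluorescence polarization, excitation 525 nm, emission 598 nm, BODIPY TMR filters | controls = S159A mutant high control, sample median low control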
SIAE primary – blocks human sialic acid acetylesterase; Q9HAT2; SIAE FP-Rh probe binding, fluorescence polarization; inhibition, % at 9.66 µM; 370,000 tested, 0.69% active;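 active = inhibition above a cutoff: mean of compounds within the control limits plus 3 SD of those, cut at about 17% in these data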;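 also: 0% = plate median of compound wells and 100% = probe without SIAE protein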
Target sequence (Q9HAT2 whole entry, looked up): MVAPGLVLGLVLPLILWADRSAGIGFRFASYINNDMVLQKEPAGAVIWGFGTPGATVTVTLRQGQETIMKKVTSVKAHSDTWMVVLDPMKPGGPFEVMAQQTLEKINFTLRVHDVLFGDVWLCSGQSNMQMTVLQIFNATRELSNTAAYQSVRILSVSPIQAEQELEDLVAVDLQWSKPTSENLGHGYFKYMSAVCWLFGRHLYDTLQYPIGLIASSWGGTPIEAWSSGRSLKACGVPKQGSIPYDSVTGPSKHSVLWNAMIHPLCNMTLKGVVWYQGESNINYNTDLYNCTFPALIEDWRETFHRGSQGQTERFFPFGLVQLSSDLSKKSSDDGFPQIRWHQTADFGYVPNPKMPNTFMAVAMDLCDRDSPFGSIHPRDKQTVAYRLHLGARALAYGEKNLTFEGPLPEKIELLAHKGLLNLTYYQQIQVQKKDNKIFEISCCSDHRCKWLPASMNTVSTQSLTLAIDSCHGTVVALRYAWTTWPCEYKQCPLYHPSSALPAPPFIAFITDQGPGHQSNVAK
* = called active by the depositor; · = no result given. A portion of the library (hit frequency here may not be typical).

SMILES | MBD2 inh | TCR-CD3 inh | PRMT1 FP inh | LEDGF integ inh | HTRA1 inhibitor | rCAG RNA binder | TDP2 absorb | GC-B act | ABHD4 inh | SIAE primary
COc1ccc(CCN2CC(C(=O)Nc3cccc(C(C)=O)c3)CC2=O)cc1OC (stereo unspecified) | -6 | -7 | -7 | -1 | -2 | -1 | -16 | -6 | -4 | 3
CCc1ccc(C(=O)Cn2cnc3cc([N+](=O)[O-])ccc3c2=O)cc1 | 2 | -2 | 0 | 0 | -11 | 7 | 19 | -1 | 0 | -8
Cc1onc(C(=O)Nc2sc3c(c2C(N)=O)CCCC3)c1[N+](=O)[O-] | -1 | 2 | 4 | 2 | 1 | 9 | 9 | 1 | -7 | 2
C/C(=C\c1ccccc1)CN1CCN(Cc2ccc(C)o2)C(CCO)C1 (stereo unspecified) | 2 | 0 | -4 | 9 | -4 | -6 | -18 | 1 | 3 | 3
O=C(c1cccs1)c1ccccc1Cc1cccs1 | -5 | 4 | -6 | 0 | -13 | 2 | 0 | -3 | -11 | 1
O=c1c2ccccc2oc2cc(-c3ccc(CN4CCOCC4)cc3)ccc12 | 5 | -5 | 2 | 2 | -67 | 13 | 2 | -4 | -29 | -25
COc1ccc(S(=O)(=O)n2nc(OC(=O)C3CCCCC3)cc2N)cc1 | 1 | -2 | 0 | 4 | -8 | -3 | 2 | 5 | -3 | 43*
O=C(O)CSc1nccn1-c1cccc(Cl)c1 | 3 | -3 | 0 | 3 | -1 | -3 | -6 | 2 | 4 | 5
CCNC(=O)C1(C)CCCN1C(=O)c1ccc(-c2ccccc2)cc1 (stereo unspecified) | 7 | -1 | -8 | 0 | · | -1 | -2 | 0 | -2 | -5
CN1CCN(C(=O)CCc2nnc3ccc(N4CCC5(CC4)OCCO5)nn23)CC1 | 0 | 4 | -8 | 0 | 6 | -4 | -18 | -5 | 5 | -3
Cc1ccc(S(=O)(=O)N2CCOCC2)cc1C(=O)Nc1ccc2c(c1)OCCO2 | -5 | 3 | 2 | 3 | 4 | 3 | -1 | 1 | 4 | 12
COCCN1CC(CNC(=O)c2cc(COc3ccccc3SC)on2)CC1=O (stereo unspecified) | -7 | 5 | 0 | -1 | 7 | -1 | 11 | -1 | 1 | -1
CCN(CC)C(=O)C1=C(C)N(CCCOC)C(=O)C(CC(=O)NCc2cccs2)C1 (stereo unspecified) | 2 | -2 | 4 | -3 | 3 | 1 | 4 | 3 | 1 | 2
CCC(CC)C1C(C#N)=C(N)SC(N)=C1C#N | 0 | 9 | 13 | -2 | -2 | 1 | 0 | 8 | 5 | 6
O=C(c1cccnc1)N1CCC(Oc2ccc(C(=O)N3CCCCO3)cc2)CC1 | -4 | 10 | 1 | 2 | -4 | -4 | -1 | -4 | -4 | -3
CC1(C)OC(=O)C(=NNc2ccc(O)cc2)C(=O)O1 | -9 | 9 | -2 | -5 | 6 | 3 | -3 | 4 | 3 | 1
C[C@@H]1CCCCO[C@@H](CN(C)CC2CCCCC2)[C@@H](C)CN([C@H](C)CO)C(=O)c2cc(NC(=O)Nc3ccc4c(c3)OCO4)ccc2O1 | 1 | 3 | 3 | -6 | · | 9 | 3 | 3 | 9 | 16
O=C(Cc1ccc(S(=O)(=O)N2CCOCC2)s1)NC1CCCCC1 | -5 | 3 | 1 | 5 | 1 | 17 | 2 | 0 | 1 | 1
COC(=O)c1ccc(NC(=O)CNC(=O)c2sc3ccccc3c2Cl)cc1 | -4 | 4 | 2 | 6 | -12 | 3 | -9 | 6 | 9 | -21
COc1ccc2c(c1)cc1c(=O)n(CC(=O)NCCCN3CCOCC3)nc(C)n12 | 1 | 3 | 2 | -2 | 5 | -1 | -7 | -3 | -1 | 0
O=C(COc1ccc2ccccc2c1CN1CCOCC1)N1CCc2ccccc21 | -1 | 3 | -4 | 0 | 3 | 12 | -2 | -5 | 5 | 11
Cc1cc(C(F)(F)F)nc(SCC(=O)Nc2cc(C)on2)n1 | -1 | -1 | 1 | -2 | 5 | -1 | -6 | -1 | 4 | 3
ClC(Cl)c1nnc(-c2ccccc2)c(-c2c[nH]c3ccccc23)n1 | 1 | -2 | 0 | -2 | -15 | 3 | 1 | -1 | -6 | -1
COc1ccc(C(=O)c2cn[nH]c2-c2ccc(C)cc2O)cc1 | -5 | 0 | -1 | -5 | 8 | -1 | -4 | -4 | -3 | -2
Cc1ccc(C(c2nc3ccccc3[nH]2)n2c(-c3ccccc3)nc3ccccc32)cc1 (stereo unspecified) | 0 | -7 | -4 | 3 | · | 9 | -1 | -10 | -9 | -2
CC(=O)N(C)c1nnc(-c2cnccn2)s1 | 5 | 2 | -4 | 1 | -2 | 1 | 4 | 1 | 2 | 3
N#CCCN(CCC#N)S(=O)(=O)c1ccc(C(=O)Nc2nnc(C3=COCCO3)o2)cc1 | 1 | -6 | -2 | -3 | 5 | 4 | 8 | -1 | 10 | -1
Cc1ccc(NC(=O)c2ccc3c(c2)OCCO3)cc1S(=O)(=O)Nc1cccc(Cl)c1 | 0 | 2 | -3 | -2 | -92 | 25 | 10 | -2 | -102 | -94
CCOc1ccc(N(CC(=O)Nc2ccc(C)c(C)c2)S(=O)(=O)c2c(C)noc2C)cc1 | 3 | 3 | -2 | 2 | -48 | 6 | 1 | -2 | 0 | -10
CCCCN(C(=S)Nc1ccccc1)C1CCS(=O)(=O)C1 (stereo unspecified) | 1 | 3 | -1 | -1 | 3 | 1 | 10 | 2 | 5 | 4
COc1ccc(CC(=O)NC(C)c2nnc(SCC(=O)Nc3ccccc3F)n2C)cc1 (stereo unspecified) | 1 | -8 | 3 | -2 | -3 | -4 | -13 | -5 | -5 | -9
CN1OC(COC(=O)c2ccccc2)CC1c1ccccc1 (stereo unspecified) | -3 | 6 | -2 | -3 | 4 | -3 | 2 | 0 | -5 | -4
CCN(CC)N=Nc1[nH]nc2nc(C)cc(C)c12 | 3 | -7 | 16 | 0 | 7 | -1 | -9 | 2 | 11 | 5
COc1cccc(CC(NC(C)=O)C(=O)NC2CCN(c3nnnn3-c3ccccc3)CC2)c1OC (stereo unspecified) | 0 | 3 | -4 | 6 | 0 | -9 | -11 | 3 | -1 | -5
COc1ccc(C(c2c(NC(=O)c3ccco3)sc(C)c2C)N2CCOCC2)cc1 (stereo unspecified) | 8 | -4 | 9 | 0 | 4 | 2 | -6 | -20 | -7 | -1
COc1ccc(OC)c(S(=O)(=O)NCC(c2ccco2)S(=O)(=O)c2ccccc2)c1 (stereo unspecified) | -1 | 5 | -3 | -2 | 3 | 2 | -4 | 0 | -4 | 1

The last three records of the section before are carried over, then new ones follow.
SMILES | MBD2 inh | TCR-CD3 inh | PRMT1 FP inh | LEDGF integ inh | HTRA1 inhibitor | rCAG RNA binder | TDP2 absorb | GC-B act | ABHD4 inh | SIAE primary
COc1cccc(CC(NC(C)=O)C(=O)NC2CCN(c3nnnn3-c3ccccc3)CC2)c1OC (stereo unspecified) | 0 | 3 | -4 | 6 | 0 | -9 | -11 | 3 | -1 | -5
COc1ccc(C(c2c(NC(=O)c3ccco3)sc(C)c2C)N2CCOCC2)cc1 (stereo unspecified) | 8 | -4 | 9 | 0 | 4 | 2 | -6 | -20 | -7 | -1
COc1ccc(OC)c(S(=O)(=O)NCC(c2ccco2)S(=O)(=O)c2ccccc2)c1 (stereo unspecified) | -1 | 5 | -3 | -2 | 3 | 2 | -4 | 0 | -4 | 1
Cc1ccc(NC(=O)CN2C(=O)NC3(CCCc4ccccc43)C2=O)cc1S(=O)(=O)N1CCOCC1 (stereo unspecified) | -6 | 4 | -3 | 7 | -13 | 7 | -16 | 4 | -19 | -6
CCCCN(C)C(=O)CCCCn1c(=O)[nH]c2cc(OCC)c(OCC)cc2c1=O | 2 | 2 | 1 | 0 | 0 | -5 | -4 | -7 | -4 | 0
CCOc1ccccc1NC(=O)COC(=O)C1CCC1 | -2 | -7 | -5 | 3 | 1 | 0 | -20 | -2 | -2 | -9
OCC(O)C(O)CC1SCCS1 (stereo unspecified) | -1 | -6 | 2 | -7 | 9 | 0 | 8 | -2 | 10 | 4
OCCC1CN(Cc2cccn2-c2ncccn2)CCN1C1CCCC1 (stereo unspecified) | 2 | 1 | 3 | -1 | -3 | -3 | -12 | -1 | 0 | 3
COc1ccccc1-n1nnnc1SC(C)C(=O)NC1CCCC1 (stereo unspecified) | 2 | -7 | 4 | -4 | -2 | -5 | 2 | 1 | 9 | -3
C1=CC2C3C=CC(C3)C2C1 (stereo unspecified) | -3 | 2 | -6 | 0 | -1 | 1 | 1 | 7 | 0 | -2
O=C(CSc1n[nH]c(=O)n1C1CC1)c1ccc2c(c1)OCCO2 | 1 | 9 | 0 | 0 | · | -3 | 8 | -2 | 4 | 7
CCCCn1c(N)c(N(CCC(C)C)C(=O)c2cccc(-n3cnnn3)c2)c(=O)[nH]c1=O | -5 | -3 | -6 | 0 | 9 | -2 | -14 | -2 | -3 | 0
O=C(NCc1ccncc1)c1ccc(S(=O)(=O)Nc2ccccc2)cc1 | -5 | -7 | -1 | -4 | 2 | 0 | 6 | 0 | 20 | 4
Cc1nn(C)cc1S(=O)(=O)N1CCN(Cc2cccc(Cl)c2)CC1 | -2 | 0 | 3 | -1 | 0 | -5 | -3 | 3 | 8 | -7
O=C(O)c1cnc2ccccc2n1 | 2 | -9 | 4 | 0 | 1 | -4 | -7 | 1 | 9 | 3
C/C(CC(=O)Nc1ccc(Cl)c(Cl)c1)=N\NC(=O)Cc1ccccc1 | -2 | 2 | -1 | 2 | -26 | 4 | -4 | 3 | -60 | 9
NC(=O)C1=C(N)c2ccccc2C1c1ccccc1 (stereo unspecified) | 32* | -6 | 5 | -5 | 13 | 4 | -5 | 1 | 5 | 7
Cc1ccc(S(=O)(=O)NC(=S)NC2CCCCC2)cc1 | 1 | 7 | -2 | -1 | -3 | 2 | -7 | -1 | 4 | -1
Nc1nc2n(n1)C(c1ccc(Cl)cc1)CC(c1ccc(F)cc1)N2 (stereo unspecified) | -2 | 1 | -4 | 0 | -4 | 0 | 0 | 5 | 1 | 1
N#Cc1cccc(NC(=O)CSc2nnc(-c3n[nH]c4ccccc34)o2)c1 | 6 | -5 | 1 | -3 | -15 | 18 | 0 | -2 | -11 | -9
O=C1OC[C@H]2CCCN2C(=O)[C@@H](CC(=O)N(CCO)Cc2ccccc2)C/C=C\CC[C@@H]1Cc1ccc(F)cc1 | -4 | -2 | 1 | 0 | 2 | -2 | 1 | 0 | 5 | 5
COc1ccccc1N1CCN(/N=C/c2ccc(O)cc2O)CC1 | -3 | -2 | 5 | -2 | 15 | -1 | -7 | 3 | 1 | 3
CC(C)(C)OC(=O)N1CCC(C(=O)Nc2cccc(C(=O)NC3CC3)c2)CC1 | -1 | -1 | -1 | 2 | -2 | -1 | 8 | 6 | 1 | 1
Cc1cc(C)cc(OC(C)CCN2CCC(C(O)(c3ccccc3)c3ccccc3)CC2)c1 (stereo unspecified) | -6 | · | 3 | 0 | · | -1 | 6 | -1 | 17 | -6

Screens as filed in PubChem.
